Screening data from PubChem BioAssay.
hIAP inh – human IAP inhibition. P09923. purified IAP, CDP-Star luminescence, 30 min. inhibition, % at 10 µM. hit rate 0.12% among 330,000. AID 2544;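 active = inhibition reaching a set limit with compound at 10 µM in the primary screen, cut at about 35% in these data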;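 also: plate controls were DMSO wells with enzyme for no effect and no-enzyme buffer wells for full effect; values of inactives mirror those of a sister screen read the other way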
Target sequence (P09923 whole entry, looked up): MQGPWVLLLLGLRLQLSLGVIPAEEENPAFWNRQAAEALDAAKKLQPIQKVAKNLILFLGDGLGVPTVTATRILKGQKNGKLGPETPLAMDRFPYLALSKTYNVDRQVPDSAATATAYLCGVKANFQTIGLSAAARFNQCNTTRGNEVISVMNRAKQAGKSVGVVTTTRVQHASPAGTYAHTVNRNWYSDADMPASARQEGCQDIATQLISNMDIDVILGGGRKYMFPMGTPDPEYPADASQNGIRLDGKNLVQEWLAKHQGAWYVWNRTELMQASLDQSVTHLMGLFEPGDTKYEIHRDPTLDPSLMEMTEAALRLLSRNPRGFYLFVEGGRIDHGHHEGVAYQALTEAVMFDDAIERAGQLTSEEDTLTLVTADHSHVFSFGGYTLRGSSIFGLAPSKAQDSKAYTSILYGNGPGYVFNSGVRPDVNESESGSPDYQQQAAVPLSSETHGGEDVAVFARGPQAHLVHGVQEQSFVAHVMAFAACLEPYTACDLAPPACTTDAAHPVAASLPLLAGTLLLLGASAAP
hIAP act – human IAP activation; P09923; purified human IAP, CDP-Star luminescence, 30 min; active compounds read high; 1 = vehicle-only enzyme, 0 = enzyme-free background; activation factor at 10 µM; hit rate 0.16% among 330,000; AID 2524;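 active = activation factor of the enzyme at least 2-fold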; also: the source names both 10 and 20 µM as test concentration; values of inactives mirror those of a sister screen read the other way
ATG4B inh – blocks human ATG4B protease cleavage of LC3 substrate; Q9Y4P1; ATG4B cleavage of LC3-PLA2, NBD-HPC fluorescence, 1 h; inhibition, % at 8.33 µM; hit rate 0.51% among 340,000; AID 504462; in the data active = inhibition above about 40%
Target sequence (Q9Y4P1 whole entry, looked up): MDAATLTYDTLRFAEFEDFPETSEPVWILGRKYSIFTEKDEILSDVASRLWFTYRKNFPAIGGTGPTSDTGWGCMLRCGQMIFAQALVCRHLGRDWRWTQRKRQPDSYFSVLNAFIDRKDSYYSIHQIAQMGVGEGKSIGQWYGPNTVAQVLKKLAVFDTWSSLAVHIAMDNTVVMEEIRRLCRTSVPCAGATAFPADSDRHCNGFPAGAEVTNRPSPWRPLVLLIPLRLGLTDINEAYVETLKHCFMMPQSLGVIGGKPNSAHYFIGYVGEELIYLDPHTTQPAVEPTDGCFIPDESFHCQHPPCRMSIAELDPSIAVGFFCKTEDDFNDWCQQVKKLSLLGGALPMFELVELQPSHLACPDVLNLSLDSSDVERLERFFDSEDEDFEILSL
Apaf1 inhib – inhibitors of human Apaf-1 apoptosome. inhibition, % at 20 µM. O14727. reconstituted apoptosome caspase-3 activity, DEVD-Rh110 fluorescence. hit rate 0.71% among 330,000. AID 489030; active = inhibition of at least 40% at 20 µM;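 also: plate controls were DMSO wells for no effect and DEVD-CHO caspase inhibitor wells for full effect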
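Assay system: Apoptosome proteins | Medium: pH 7.5 Hepes buffer with CHAPS, BSA, DTT | Also added: Cytochrome c and DEVD-Rh110 substrate | Times: 30 min plus 50 min, RT | Detection: Rhodamine 110 fluorescence at Ex 480/Em 540 nm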
tim10-1 inh – tim10-1 yeast growth inhibition. S. cerevisiae tim10-1 ts strain growth, BacTiter-Glo, 24 h. inhibition, % at 20 µM. hit rate 2.2% among 330,000;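 active = inhibition of at least 40%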;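 also: mutant grown at 25 °C; 0% = DMSO wells with yeast and 100% = wells holding no yeast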
NLRP3 yeast inh – NALP3 inhibition in yeast; inhibition, % at 10 µM; hit rate 0.39% among 330,000; Yeast reconstituted NLRP3/ASC/caspase-1, beta-gal luminescence, 24 h;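 active = inhibition of 50% or more; inactive = inhibition below 50%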;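 also: plate controls were induced DMSO wells for no effect and uninduced yeast grown without galactose for full effect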
mIAP act – mouse IAP activation; muIAP, CDP-Star luminescence, 30 min; active compounds read high; 1 = vehicle-only enzyme signal, 0 = enzyme-free wells; hit rate 0.24% among 330,000; AID 2805; activation factor at 10 µM;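 active = activation factor of at least 2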; also: the source names both 10 and 20 µM as test concentration; values of inactives mirror those of a sister screen read the other way
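System: mouse IAP enzyme. Reagent: CDP-Star chemiluminescent phosphatase substrate. Benchmarks: DMSO wells, no-enzyme wells. Times: 30 min enzyme-substrate-compound incubation at room temperature. Detection: luminescence from enzymatic CDP-Star hydrolysis. Doses: test compounds delivered from DMSO solution.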
mIAP inh – mouse IAP inhibition | purified mouse IAP, CDP-Star luminescence, 30 min | inhibition, % at 10 µM | hit rate 0.2% among 330,000;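 active = inhibition of at least 40% at 10 µM in the primary screen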;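 also: plate controls were DMSO with enzyme for no effect and no enzyme wells for full effect; values of inactives mirror those of a sister screen read the other way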
TIM10 inh – TIM10 yeast growth inhibition; hit rate 1.4% among 330,000; S. cerevisiae TIM10 strain growth, BacTiter-Glo luminescence, 24 h; AID 463195; inhibition, % at 10 µM;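 active = inhibition of 40% or more at the single tested concentration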;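 also: wild-type TIM10 isogenic control strain grown at permissive 25 °C; 0% = DMSO yeast wells and 100% = minimal medium wells without yeast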
* hit, by the source's call.

SMILES	hIAP inh	hIAP act	ATG4B inh	Apaf1 inhib	tim10-1 inh	NLRP3 yeast inh	mIAP act	mIAP inh	TIM10 inh
Cc1cccnc1NC(=O)CN1C(=O)NC(C)(c2ccc3ccccc3c2)C1=O (centres undefined)	-2	1	-1	5	2	6	1	-3	6
Cc1cc(N2C(=O)NC(=O)CC2C)c(C)cc1C(C)C (centres undefined)	-3	1	-8	-21	4	-3	1	-1	2
NNC(=O)Cn1c(SCc2ccccc2)nc2ccccc21	-3	1	-4	-5	-8	4	1	-4	7
COc1ccc(CNC(=O)Nc2ccc(OC)cc2)cc1	23	0.77	-1	-13	-5	12	1.1	-8	-3
COc1ccc(Cc2nnc(NC(=O)Cn3cnc4c3c(=O)n(C)c(=O)n4C)s2)cc1OC	-30	1.3	-7	-9	0	13	1.1	-6	7
Fc1ccc(CSc2nnc(-c3ccccn3)o2)cc1	0	1	1	4	-3	24	0.91	9	-3
O=C(Cc1cccs1)NNC(=S)NCc1ccco1	-50	1.5	3	2	2	-2	0.92	8	3
COc1ccc(NC(=O)CSc2nc(=O)n(CCN(C)C)c3c2CCCC3)cc1	3	0.97	2	-2	3	9	0.95	5	2
N#Cc1cn(CC(=O)NCCc2c[nH]c3ccccc23)c2ccccc12	-5	1	-20	10	22	10	1.3	-32	-1
O=Cc1c(-c2ccccc2)cc2oc3ccccc3cc1-2	18	0.82	7	10	17	42	0.89	11	24
COc1cc2c(C(=O)NCc3ccccn3)cn(CC(C)C)c(=O)c2cc1OC	4	0.96	1	8	-8	15	0.96	4	-7
Clc1ccccc1-c1nc(N/N=C/c2cccnc2)c2ccccc2n1	-3	1	0	7	40	14	1.1	-7	27
O=C(O/N=C/C1=C(Cl)c2ccccc2CC1)c1ccc(F)cc1	-10	1.1	3	5	-10	12	0.98	2	-21
O=C(CN(Cc1ccco1)Cc1ccco1)Nc1cc(S(=O)(=O)N2CCCCC2)ccc1Cl	-2	1	1	22	11	16	1	-1	5
CCN(CC)C(=S)Nc1ccc(OC(F)F)cc1	-10	1.1	-5	6	20	11	1.2	-18	11
COC(=O)C1=C(C)NC(=S)NC1c1ccc(-c2cccc(Cl)c2)o1 (centres undefined)	5	0.95	6	9	50*	12	0.77	23	53*
O=C1c2cnc3ncnn3c2CC2c3ccccc3CCN12 (centres undefined)	9	0.91	3	5	6	10	0.96	4	7
COc1ccc2[nH]c3c(N4CCc5ccccc5C4)ncnc3c2c1	-21	1.2	26	10	2	24	1.3	-29	30
COc1ccc(C(=O)C2CCN(C(=S)NCCc3ccccc3)CC2)cc1	-11	1.1	-4	-5	2	12	0.99	1	0
CC1(C)Cc2c(sc(NC(=O)COc3ccc(Cl)cc3Cl)c2C(N)=O)C(C)(C)N1	-12	1.1	0	29	11	6	1	0	16
COc1ccc(C2=NS(=O)(=O)N(C)C(C(=O)Nc3ccc(C)cc3)=C2)cc1	18	0.81	1	14	3	11	0.91	9	-5
COc1ccccc1C(=O)N1CCN(Cc2c[nH]c3ccccc23)CC1	2	0.98	1	0	-3	-1	0.91	9	10
O=C(c1ccco1)N1CCN(C/C=C/c2ccccc2)CC1	-2	1	2	7	9	9	0.94	6	7
CC(OC(=O)c1ccc(Cl)c(S(=O)(=O)Nc2ccc(F)cc2)c1)C(=O)NC(N)=O (centres undefined)	-7	1.1	-3	-18	10	-14	1.1	-7	-1
COc1cccc(CC(=O)OCc2csc(CC(=O)Nc3ccccc3C)n2)c1	-6	1.1	-9	4	10	22	0.9	10	3
Cc1ccc(/C=N/N=C2/NC(=O)CS2)o1	9	0.91	-10	-6	9	19	0.98	2	8
COc1ccc(C2CC(C(F)(F)F)n3nc(C(=O)O)c(Cl)c3N2)cc1OC (centres undefined)	17	0.83	3	2	14	18	0.99	1	7
Cc1ccc(/C=N/n2c(-c3ccc(Cl)cc3)n[nH]c2=S)s1	8	0.92	4	10	5	16	0.94	6	1
CCOC(=O)c1sc(N)c(C#N)c1CSc1nc2ccc(OCC)cc2[nH]1	11	0.89	-17	4	21	13	0.95	4	9
CCCCCCSc1cccc(-c2nc3ccc(C)cn3c2NC2CCCCC2)c1	21	0.79	1	22	1	-11	1.1	-11	14
Cc1ccc(/C=N/n2c(-c3cccnc3)n[nH]c2=S)o1	14	0.86	5	-3	-3	8	0.94	6	3
O=C(Nc1cccc(F)c1)c1ccc2c(c1)OCCO2	2	0.97	-5	2	27	67*	1.1	-6	41*
CC12CN3CC(C)(CN(C1)C3c1ccc(Cl)cc1Cl)C2O (centres undefined)	-64	1.6	4	-3	4	6	1.1	-7	-15
O=C(CCCCCCCCN1C(=O)c2ccccc2C1=O)N1CCOCC1	-8	1.1	8	-2	4	14	1	0	14
COc1cc(C)nc(Oc2ccc(OCCOc3ccc(C)cc3)nn2)n1	1	0.99	5	-2	21	-5	0.99	1	9
Cn1c(CN2CCCCC2)nc2cc(NS(=O)(=O)c3ccc(F)cc3)ccc21	-7	1.1	-5	-2	-4	0	1	0	7

Gathered by group, those above containing a thiophene ring, fused or not.
SMILES	hIAP inh	hIAP act	ATG4B inh	Apaf1 inhib	tim10-1 inh	NLRP3 yeast inh	mIAP act	mIAP inh	TIM10 inh
O=C(Cc1cccs1)NNC(=S)NCc1ccco1	-50	1.5	3	2	2	-2	0.92	8	3
CC1(C)Cc2c(sc(NC(=O)COc3ccc(Cl)cc3Cl)c2C(N)=O)C(C)(C)N1	-12	1.1	0	29	11	6	1	0	16
Cc1ccc(/C=N/n2c(-c3ccc(Cl)cc3)n[nH]c2=S)s1	8	0.92	4	10	5	16	0.94	6	1
CCOC(=O)c1sc(N)c(C#N)c1CSc1nc2ccc(OCC)cc2[nH]1	11	0.89	-17	4	21	13	0.95	4	9

Continuation.
SMILES	hIAP inh	hIAP act	ATG4B inh	Apaf1 inhib	tim10-1 inh	NLRP3 yeast inh	mIAP act	mIAP inh	TIM10 inh
Cc1ccc(NC(=O)Cn2nnc(C(=O)NCc3ccc4c(c3)OCO4)c2N)cc1	3	0.97	9	-1	-18	22	1.1	-12	-28
Cc1ccccc1C(=O)NC1CCCCCCC1	0	1	-1	4	4	30	1.1	-10	-1
CC(=O)C(C)Oc1ccc2c3c(c(=O)oc2c1C)CCCC3 (centres undefined)	-5	1	10	20	23	12	0.95	5	26
O=C(NCc1cccnc1)c1cc(Sc2cccc(Cl)c2)nc2ccccc12	-3	1	-6	-47	23	9	0.88	12	6
O=C(OC(c1ccc(NS(=O)(=O)c2ccccc2)cc1)(C(F)(F)F)C(F)(F)F)c1ccccc1	3	0.97	25	16	17	5	0.89	11	20
CC(C)(C)c1cc(S(=O)(=O)CCc2ccncc2)cc(C(C)(C)C)c1F	7	0.93	12	16	33	4	1.1	-6	6
CC(C)CC(=O)N1CCN(Cc2ccc3c(c2)OCO3)CC1	-16	1.2	-6	-4	0	9	0.95	5	-7
CC1S/C(=N\N=C\c2cccc([N+](=O)[O-])c2)N(C(C)(C)C)C1=O (centres undefined)	-11	1.1	1	-3	-12	16	0.88	12	-4
COc1cc(NC(=O)Cc2cccs2)ccc1-n1cnnn1	13	0.87	-11	-7	-10	0	0.92	8	-6
Cc1cccc(C2(c3cccc(C)c3)CC2C(=O)Nc2ccc([N+](=O)[O-])cc2O)c1 (centres undefined)	13	0.87	25	4	11	16	0.95	5	15
Cn1c2c(c(=O)n(C)c1=O)C1c3ccccc3OCC1C(C)(C)O2 (centres undefined)	8	0.92	-3	-6	2	13	0.91	9	-9
CCOC(=O)c1c(-c2ccccc2)csc1NC(=O)c1cc(S(=O)(=O)N2CCOCC2)ccc1C	-7	1.1	-15	17	14	-4	1.1	-8	11
COCCN(C(=O)CCC(=O)Nc1cc(C)on1)C(C(=O)NC(C)(C)C)c1ccc(OC)cc1 (centres undefined)	-6	1.1	3	-5	21	-10	1	-3	-5
CCOC(=O)c1cc(CC)sc1NC(=O)c1cc([N+](=O)[O-])ccc1N1CCOCC1	-1	1	-3	13	20	-25	0.92	8	10
Cc1nc2ccccc2c(=O)[nH]1	12	0.88	9	-3	1	-4	1.1	-7	1
COC(=O)Cc1nnc(NC(=O)c2ccccc2)s1	-6	1.1	-7	-3	6	14	0.92	8	-1
C=CCc1ccc(OCCn2cncn2)c(OC)c1	2	0.98	-1	-6	5	19	1	-2	-2
COc1ccc(/C(C)=N/NC(=O)c2nnn(-c3nonc3N)c2-c2cccs2)cc1OC	-9	1.1	-2	-11	19	8	0.96	4	-12
CC(=O)Nc1ccc(-c2cn3cc(C)ccc3n2)cc1	5	0.95	-6	-7	4	1	0.96	4	9
CC(/C=C/c1ccccc1)=N\NC(=O)c1ccncc1	-22	1.2	-2	-7	13	12	0.97	3	20
COc1cccc(OCC(O)CNC(=O)c2oc3c(C)c(C)ccc3c2C)c1 (centres undefined)	-6	1.1	-20	27	26	29	1	-2	-3
COc1cccc(N2CCN(C3CC(=O)N(c4ccc(Cl)c(Cl)c4)C3=O)CC2)c1 (centres undefined)	-10	1.1	-15	21	55*	-10	0.97	3	41*
C=CCN1C(=O)[C@@H]2Cc3c([nH]c4ccccc34)C(c3cc(OC)c(OC)c(OC)c3)N2C1=S (some centres undefined)	-9	1.1	-2	14	15	11	1.6	-61	4
O=C(CC12CC3CC(CC(C3)C1)C2)Nc1nncs1	0	1	4	15	27	-22	0.9	10	21
CN1CCN(c2oc(-c3ccccc3)nc2S(=O)(=O)c2ccccc2)CC1	-10	1.1	-5	-4	2	15	1.1	-6	-9
CCOc1ccc(CCNC(=O)COC(=O)/C=C/c2ccc(OCC#N)c(OC)c2)cc1OCC	-11	1.1	1	2	-3	4	0.98	2	-6
O=C(Nc1ccc(S(=O)(=O)Nc2ccccn2)cc1)c1ccc(Cl)cc1Cl	-4	1	-2	4	-2	5	0.92	8	-3
CN1C(=O)C(O)(CC(=O)c2ccccc2O)c2cc(Br)ccc21 (centres undefined)	-4	1	-13	2	10	0	0.95	5	16
Cc1ccc(S(=O)(=O)N(C)C)cc1NC(=O)CN1c2cccc3cccc(c23)S1(=O)=O	-14	1.1	-38	18	2	7	1.1	-7	9
COc1cccc(C2/C(=C(\O)c3ccc4c(c3)OCCO4)C(=O)C(=O)N2CCN(C)C)c1 (centres undefined)	-8	1.1	-5	13	-5	12	1	-5	2
NC(=O)c1ccc(NC(=O)Cc2csc(-c3ccccc3)n2)cc1	-14	1.1	-12	6	1	-8	1.1	-14	1
N=c1n(CCN2CCCCC2)c2ccccc2n1CC(O)c1cccc(Br)c1 (centres undefined)	-13	1.1	-3	1	-5	18	1	0	-3
COc1ccc(/C=N/NC(=O)COc2cccc3cccnc23)cc1OC	-5	1.1	-7	7	-15	1	1.1	-13	9
Cc1ncc([N+](=O)[O-])n1CC(=O)NC1CCCCCC1	4	0.95	0	-13	3	14	1	0	6
O=C(Nc1ccc(N=Nc2ccccc2)cc1)c1cccc(Cl)c1	0	1	-4	-9	-5	1	0.98	2	-14
COc1cccc(C(=O)OCC(=O)Nc2cc(C)c(C)cc2[N+](=O)[O-])c1	-2	1	3	-9	9	8	0.96	4	15
NNC(=O)c1cc(NS(=O)(=O)c2cccs2)cc(NS(=O)(=O)c2cccs2)c1	0	0.99	-4	2	-6	11	0.9	10	1
CCN(CC(=O)Nc1ccc(OC)cc1)C(=O)c1ccc2c(=O)n3c(nc2c1)CCC3	7	0.93	-9	3	-10	10	0.94	6	-3
